GLP1R inv ag: qHTS of GLP-1 Receptor Inverse Agonists (Inhibition Mode) | Glucagon-like peptide 1 receptor (Homo sapiens), P43220 | 1.6% of 410,000 active | Potency, µM (top dose mostly 38.3 µM), inactives show at the top dose activity change, negative = inhibition, actives largely listed as inhibitors | HEK293 GLP-1R CRE-luciferase, luminescence, 24 h; GLP-1R form is constitutively active; also: potency is read from the fitted curve at half-maximal effect; % is scaled to controls: 0 for no effect and ±100 for the full control effect; nearly all actives have a fitted effect of over 55% in size
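Luminescence readout: a drop in cAMP-driven luciferase signal flags inverse agonism at a constitutively active GLP-1R stably expressed in HEK293. Compound exposure lasted 24 hr at 37 deg C, 5% CO2.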
EPAC1 antag: qHTS for Antagonist of cAMP-regulated guanine nucleotide exchange factor 3 (EPAC1): primary screen | Rap guanine nucleotide exchange factor 3 (Homo sapiens), O95398 | Potency, µM (doses to about 115 µM), without a hit: at the highest dose activity change, negative = inhibition, usual class: inhibitors | 0.14% of 360,000 active | AID 720709, 2013 | EPAC1 GEF assay, Rap1b-BODIPY-GDP exchange fluorescence;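 also: potency is read from the fitted curve at half-maximal effect; plate controls were vehicle for no effect and positive control for full effect; nearly all actives have a fitted effect of over 50% in size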
GLP1R cytotox: qHTS of GLP-1 Receptor Inverse Agonists: Cytotox Screen | Potency, µM (highest dose often 38.3 µM), for the others: top-dose activity change, negative = inhibition, actives largely listed as inhibitors | 0.13% of 410,000 active | HEK293 cAMP-luciferase reporter cells, luminescence, 24 h;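 also: loss of luciferase light is scored as toxicity; potency is read from the fitted curve at half-maximal effect; % is scaled to controls: 0 for no effect and ±100 for the full control effect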
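Compound-treated cells are incubated 24 hr at 37 deg C under 5% CO2 after a 12 hour attachment period, then luciferase detection reagent is added and luminescence is measured following 12 min at room temperature; lowered signal indicates toxicity.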
PI5P4K alpha inh: qHTS for Inhibitors of phosphatidylinositol 5-phosphate 4-kinase (PI5P4K). 1.2% of 330,000 active. PI5P4Kalpha enzyme, ADP-Glo luminescence, 60 min; stronger effect = lower value. max response, %. Phosphatidylinositol 5-phosphate 4-kinase type-2 alpha (Homo sapiens), P48426. AID 652105, 2013; active = max response of -50% or lower; inconclusive = between -30% and -50%; inactive = -30% or higher; also: value at the top dose of about 77 µM; % is scaled to controls: 0 for no effect and ±100 for the full control effect
Target sequence (P48426 whole entry, looked up): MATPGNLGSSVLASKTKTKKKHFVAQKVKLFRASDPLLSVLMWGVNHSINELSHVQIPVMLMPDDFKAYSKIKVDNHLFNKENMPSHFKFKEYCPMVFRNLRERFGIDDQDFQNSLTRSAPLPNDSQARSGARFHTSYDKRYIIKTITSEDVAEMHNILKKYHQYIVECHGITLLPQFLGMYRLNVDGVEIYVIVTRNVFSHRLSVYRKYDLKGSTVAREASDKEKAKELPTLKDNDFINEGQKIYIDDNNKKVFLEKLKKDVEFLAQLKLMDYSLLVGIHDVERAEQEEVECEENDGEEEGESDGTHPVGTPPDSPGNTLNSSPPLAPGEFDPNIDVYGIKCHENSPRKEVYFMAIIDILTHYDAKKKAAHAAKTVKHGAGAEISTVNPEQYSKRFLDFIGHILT
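PI5P4Kalpha ADP-Glo assay; 5 microM ATP final; 60 min RT reaction; HEPES pH 7.4/EGTA/CHAPS, 5% DMSO; controls lacking substrate or enzyme; luminescent end-point.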
IL-2 act: qHTS of IL-2 Activators; IL-2 activation reporter assay, cell-based qHTS; stimulated with anti-CD3/CD4/CD28 beads; in transgenic mouse T cells; activation, % (series mostly up to about 46 µM); 0.065% of 360,000 active; in the data active = activation above about 50%; inconclusive = mostly about 30% to 49%; also: 0% is about no effect
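Unstimulated transgenic mouse T cells, 750 per well, received compound and, after 60 minutes, anti-CD3/anti-CD4 bead plus anti-CD28 stimulation. EGFP and DsRed were quantified after 18 hours.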
GLP1R ag: qHTS of GLP-1 Receptor Agonists; HEK293 GLP-1R CRE-luciferase, luminescence, 4-6 h; cells express a hypersensitive GLP-1R form; Potency, µM (top dose mostly 45.6 µM), without a hit: at the top dose activation, hits mostly activators; 0.007% of 380,000 active; also: potency is read from the fitted curve at half-maximal effect; % of control where 0% means no effect
EPAC1 agonist: qHTS for Agonist of cAMP-regulated guanine nucleotide exchange factor 3 (EPAC1): primary screen; Rap guanine nucleotide exchange factor 3 (Homo sapiens), O95398; Potency, µM (top dose mostly 154 µM), for the others: at the top dose activation, hits mostly activators; EPAC1 agonist qHTS, biochemical assay; response scale: 100% = response to 6.5 mM cAMP; 0.073% of 360,000 active; also: potency is read from the fitted curve at half-maximal effect; nearly all actives have a fitted effect of over 60% in size
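Normalized to 6.5 mM cAMP, activity reflects EPAC1-catalysed release of BODIPY-GDP from Rap1B, followed kinetically over 30 min at 480 nm excitation, 540 nm emission. Reaction contained 100 nM EPAC1, 250 nM Rap1B-BODIPY-GDP, 50 uM GDP.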
PLK1 PBD block: qHTS for Inhibitors of PLK1-PDB (polo-like kinase 1 - polo-box domain): Primary Screen | Serine/threonine-protein kinase PLK1 (Homo sapiens), P53350 | Plk1 PBD binding of FITC phosphopeptide, fluorescence polarization | Potency, µM, for the others: max response, negative = inhibition, actives largely listed as inhibitors | 2.8% of 360,000 active | AID 720504, 2013; also: potency is read from the fitted curve at half-maximal effect; series mostly up to about 57 µM; % is scaled to controls: 0 for no effect and ±100 for the full control effect; nearly all actives have a fitted effect of over 65% in size
Target sequence (P53350 whole entry, looked up, the tested form may be a part): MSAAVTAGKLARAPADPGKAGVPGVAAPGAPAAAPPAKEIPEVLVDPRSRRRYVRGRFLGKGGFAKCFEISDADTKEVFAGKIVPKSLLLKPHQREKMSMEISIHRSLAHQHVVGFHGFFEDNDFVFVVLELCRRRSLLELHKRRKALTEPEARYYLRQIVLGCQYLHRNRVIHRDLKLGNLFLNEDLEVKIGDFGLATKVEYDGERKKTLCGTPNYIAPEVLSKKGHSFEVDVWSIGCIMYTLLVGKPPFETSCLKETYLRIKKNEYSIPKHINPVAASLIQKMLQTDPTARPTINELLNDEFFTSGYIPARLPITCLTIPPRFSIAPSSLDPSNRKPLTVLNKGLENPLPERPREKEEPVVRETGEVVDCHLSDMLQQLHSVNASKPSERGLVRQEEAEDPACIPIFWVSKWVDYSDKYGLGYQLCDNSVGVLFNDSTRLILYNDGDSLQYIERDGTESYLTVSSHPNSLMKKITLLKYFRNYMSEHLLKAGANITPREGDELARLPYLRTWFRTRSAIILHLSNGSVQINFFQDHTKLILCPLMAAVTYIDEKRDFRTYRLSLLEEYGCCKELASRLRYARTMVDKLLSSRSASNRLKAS
PTHR1 agonist: qHTS for PTHR1 Agonists: Primary Screen. AID 743266, 2014. Potency, µM (titrated, usually from 115 µM), for inactives: top-dose activation, hits mostly activators. HEK293 GP2 PTHR1 cells, GloSensor cAMP luminescence, 1 h. Parathyroid hormone/parathyroid hormone-related peptide receptor (Homo sapiens), Q03431. 0.075% of 410,000 active; also: potency is read from the fitted curve at half-maximal effect; nearly all actives have a fitted effect of over 55% in size; some results filed as inactive show a strong effect at the top dose; inactives centre near -15; many of its hits are not listed in these tables
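HEK-293-derived GP2 cells expressing PTHR1 and a GloSensor cAMP reporter, 3,000/well, plated overnight, given luciferin plus IBMX (each 0.5 mM as added) for 1 h at 37 °C, then compound for 1 h at 37 °C. Luminescence was read after 15 min at room temperature.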
An asterisk follows results filed as active; i = inactive; ? = inconclusive; nt = no result given; [ ] = dose if it differs, or a comment. Unless noted, calls follow the shape of the dose curve; as a rule, active = well fitted curve in the direction sought with a large enough effect; inconclusive = small, poorly fitted or top-dose-only effect, or another doubt; inactive = no such curve, though single readings can be large; an effect the other way counts as inactive or inconclusive.

SMILES | GLP1R inv ag | EPAC1 antag | GLP1R cytotox | PI5P4K alpha inh | IL-2 act | GLP1R ag | EPAC1 agonist | PLK1 PBD block | PTHR1 agonist
O=C(CN1CCOc2ccccc21)N1CCCC1 | 19% | -14% | 2% | -7 | -2.7 | -2% | 2% | 0% | 8%
O=C(c1c(F)cccc1F)N1CCN(c2ccccc2F)CC1 | -2% | -1% | 12% | 3 | 0.1 | 3% | 0% | -12% | i
CCOC(=O)[C@]12CCC=C1N(Cc1ccc(Cl)cc1Cl)C(=O)[C@H](CC(=O)N1CCCCC1)C2 | ? | 3% | 4% | 8 | -0.8 | 3% | 2% | 3% | -16%
CCC(=O)N1CCN(c2ccc(NC(=O)COc3ccccc3Cl)cc2)CC1 | 54%[activator] | 18% | -8% | nt | 0.1 | -8% | -6% | 1% | -24%[57.5 µM]
CC(=O)N1c2ccccc2Sc2ccc3ccccc3c21 | ? | -5% | 6% | -18 | -3.6 | 0% | 1% | 3% | -4%
O=C(Nc1nnc([C@@H]2C[C@H](O)[C@@H](CO)O2)s1)c1cccc2ccccc12 | 17% | 12% | 8% | 8 | 0.0 | -3% | -4% | 4% | -9%
O=C(CSc1ccc(-c2ccc(F)cc2)nn1)N1CCCCC1 | -5% | 9% | -2% | nt | -3.2 | 4% | 3% | -9% | i
CCOc1ccc(CCNC(=O)c2ccc(CNS(=O)(=O)c3ccccc3)cc2)cc1OCC | -5% | -3% | -8% | 3 | 1.2 | 1% | -13% | -3% | -46%[inhibitor]
COc1ccc(-c2ccc(CN3C(C)C(=O)N(Cc4cn(CC5CCCCC5)nn4)CCS3(=O)=O)cc2)cc1 (stereo not drawn) | ? | 3% | 2% | -1 | -3.7 | 1% | 0% | -2% | -84%[inhibitor]
CCCCN(C(=S)Nc1cccc(SC)c1)C1CCN(C(C)=O)CC1 | -15% | 7% | -12% | 4 | 1.6 | 8% | 6% | -14% | -4%
CN(C)C(=O)c1ccc(NC(=O)c2cccc(S(=O)(=O)N3CCN(Cc4ccccc4)CC3)c2)cc1 | ? | 12% | -27% | -1 | -0.1 | 5% | -2% | 0% | i
O=C(C1CCCN(S(=O)(=O)c2cccc3nsnc23)C1)N1CCN(c2ccccc2Cl)CC1 (stereo not drawn) | -2% | nt | 0% | nt | nt | 1% | nt | nt | -93%[inhibitor]
Cn1c2c(c(=O)n(C)c1=O)C(C(F)(F)F)(C(F)(F)F)N=C(CCC1CCCCC1)N2 | ? | -20% | ? | -4 | 13 | 17% | -10% | -9% | -43%[inhibitor]
O=C(Cc1ccc(F)cc1)Nc1cccc(S(=O)(=O)N2CCCC2)c1 | -17% | -6% | -14% | 0 | 1.9 | 9% | 4% | -7% | -9%
COc1ccc(OCC#CCN2CC(C)OC(C)C2)cc1 (stereo not drawn) | -29% | -2% | -1% | -4 | -3.5 | 8% | 4% | -28% | -1%
c1cncc(-c2ccc3ncnc(NCc4ccc5c(c4)OCO5)c3c2)c1 | nt | 2% | nt | nt | -0.9 | 10% | 5% | nt | -2%
CCN(CC)c1ccc(NC(=O)c2cccnc2)c(C)c1 | -9% | -11% | -1% | -2 | 1.0 | -3% | 6% | -5% | 9%
CCn1c(SCC(=O)NC(=O)NCc2ccco2)nnc1-c1cccs1 | 1% | 11% | -20% | -20 | -0.8 | -2% | 1% | -5% | i
CCOc1ccc(NC(=O)Cn2c(=O)c(CNc3ccc(CC)cc3)cc3cc4c(cc32)OCO4)cc1 | -7% | nt | -4% | nt | nt | -1% | nt | nt | i
CC(C)CNS(=O)(=O)c1ccc(CCC(=O)NC2CCCCC2)cc1 | 5% | 5% | 3% | 1 | -2.6 | 9% | 8% | -5% | i
O=C(c1cc2ccccc2o1)N1CCN(S(=O)(=O)c2ccc(F)c(F)c2F)CC1 | 11% | -19% | 3% | -1 | 3.9 | 8% | 12% | -2% | i
O=C(O)CC1COc2ccccc2N1C(=O)c1ccccc1Cl (stereo not drawn) | 2% | -5% | 6% | -8 | 0.9 | 2% | 10% | -12% | -16%
C(=C\c1ccccc1)/CSc1nnc(-c2ccncc2)n1Cc1ccco1 | -11% | -6% | -1% | ? | 1.2 | 25% | 5% | -20% | -24%[57.5 µM]
Cc1ccc(N=Nc2ccc3ccccc3c2O)cc1 | ? | 4% | -2% | 48 | -0.1 | -5% | 4% | ? | -31%[inhibitor]
S=c1[nH]nc(C2CCCCC2)n1/N=C/c1ccc(Br)s1 | 0% | 11% | 3% | nt | -1.3 | 0% | 5% | -16% | -12%

Single entries from the list.
CCN(CC)c1ccc(NC(=O)c2cccnc2)c(C)c1 @ PLK1 PBD block = -5%
c1cncc(-c2ccc3ncnc(NCc4ccc5c(c4)OCO5)c3c2)c1 @ IL-2 act = -0.9

Carrying on.
SMILES | GLP1R inv ag | EPAC1 antag | GLP1R cytotox | PI5P4K alpha inh | IL-2 act | GLP1R ag | EPAC1 agonist | PLK1 PBD block | PTHR1 agonist
Cc1nonc1CN(C)C(=O)CC1C(=O)NCCN1Cc1cccc(C(F)(F)F)c1 (stereo not drawn) | 0% | -13% | -7% | 8 | -0.6 | 13% | 3% | -14% | -11%
CS(=O)(=O)c1ccc(NC(=O)c2cccc(S(=O)(=O)N3CCN(Cc4ccccc4)CC3)c2)cc1 | -32% | -14% | 6% | 3 | -3.9 | -1% | 3% | 2% | i
NS(=O)(=O)c1cccc(NC(=O)CSc2nn(-c3ccccc3)c(=S)s2)c1 | -28% | -24% | -13% | 6 | -0.5 | -4% | 11% | -6% | -36%[inhibitor]
CC(=O)Nc1ccc(C(=O)N(C)c2ccccc2)cc1 | 8% | -2% | -1% | -3 | 0.0 | -6% | -7% | -8% | -12%[57.5 µM]
COC(=O)\C(C(C)=O)=C(/C=C/C=C/C=C/N(C)C)N(C)C | 20% | 5% | -11% | 1 | 0.2 | -20% | 10% | 70%[activator] | -6%
COc1ccc(C(=O)Nc2ccc3c(c2)C(=O)c2ccccc2C3=O)cc1OC | 40%[activator] | -6% | 85%[activator] | -11 | -1.9 | 0% | 3% | -11% | i
COc1cc2c(cc1OC)CN(Cc1cc(=O)n3c(-c4ccccc4)csc3n1)CC2 | -16% | 0% | 15% | 8 | 0.2 | 13% | -7% | -3% | i
COc1ccccc1C(=O)C1CCCN(Cc2ccc3c(c2)OCCO3)C1 (stereo not drawn) | -24% | -6% | -5% | 1 | 0.0 | 10% | 3% | -1% | i
CC(C)c1nc(C#N)c(NCCCn2ccnc2)o1 | 20% | 7% | 0% | 1 | -0.3 | 10% | 4% | 0% | -14%
O=C(O)CN1C(=O)C(=O)N(Cc2cccc(F)c2)C1=O | 2% | 7% | -4% | -1 | -0.5 | 3% | 3% | -1% | i
Cc1ccccc1-c1cnc(C(O)c2c(C)ccc3ccccc23)[nH]1 (stereo not drawn) | ? | -18% | 1% | 3 | -0.4 | 2% | 1% | -2% | -48%
CCCOC(=S)N/C(=N\S(=O)(=O)c1ccccc1)c1ccccc1 | 0% | 8% | 5% | nt | -1.2 | 5% | -9% | 28µM* | -13%[57.5 µM]
O=C1C2CC=CCC2C(=O)N1c1ccc(OCC(O)Cn2nnc3ccccc32)cc1 (stereo not drawn) | 0% | 1% | -6% | -5 | -1.5 | 2% | -8% | -1% | -14%[57.5 µM]
COc1cc2c(cc1OC)C1=NC(=O)CN1C(SCc1ccc(C)cc1)=N2 | 4% | -17% | -20% | -7 | 1.5 | 8% | 0% | -7% | i
S=C(NCc1ccco1)N/N=C/c1ccccc1Cl | ? | -18% | ? | 6 | -0.7 | -2% | -8% | 1% | -20%
Cc1ccc(O)c(NC(=O)c2ccc3c(c2)C(=O)N(Cc2cccnc2)C3=O)c1 | 5% | -23% | 8% | 5 | -1.1 | 1% | -19% | -6% | -17%
COC(=O)c1cc2c(s1)-c1ccccc1CC2 | 4% | -7% | -1% | 9 | 0.0 | 22% | 13% | -6% | -1%
CC(C)(C)C(=O)NCCc1nc2ccccc2n1CC(=O)c1ccccc1 | -19% | -14% | -26% | 2 | -0.8 | 11% | -1% | -9% | i
CC(CN1CCN(C)CC1)OC(=O)c1ccccc1Cl (stereo not drawn) | 9% | 15% | -10% | -5 | 1.0 | 0% | 6% | ? | i
CCNc1cc(N2CCN(S(=O)(=O)c3ccc4c(c3)CCCC4)CC2)ccc1[N+](=O)[O-] | -3% | 2% | -6% | nt | -1.1 | -3% | -3% | -4% | i
Cc1cc2nc(-c3ccc(OCc4ccccc4C)cc3)cc(C(F)(F)F)n2n1 | 18% | nt | 5% | nt | nt | 1% | nt | nt | i
CC(=O)NC(CC(=O)OC(C)C(=O)Nc1ccc(Cl)cn1)c1ccccc1 (stereo not drawn) | 5% | 0% | 1% | 4 | -2.9 | -4% | 3% | 2% | -9%
O=[N+]([O-])c1cc(Cl)ccc1-c1nc(-c2ccncc2)no1 | 11% | 3% | -1% | -2 | 0.9 | 4% | 8% | -17% | -1%

Given as comma-separated lines: entries from further up.
mol,GLP1R inv ag,EPAC1 antag,GLP1R cytotox,PI5P4K alpha inh,IL-2 act,GLP1R ag,EPAC1 agonist,PLK1 PBD block,PTHR1 agonist
CC(C)(C)C(=O)NCCc1nc2ccccc2n1CC(=O)c1ccccc1,-19%,-14%,-26%,2,-0.8,11%,-1%,-9%,i
COc1ccc(C(=O)Nc2ccc3c(c2)C(=O)c2ccccc2C3=O)cc1OC,40%[activator],-6%,85%[activator],-11,-1.9,0%,3%,-11%,i

Compound activity from PubChem BioAssay.

This is a subset; rates above refer to the full screens.
